TLR4-MyD88 BLA – blocks binding of human TLR4 to MyD88; inhibition, % at 8.4 µM; O00206+Q99836; HeLa CL3-4 TLR4/MyD88 BLA complementation, FRET ratio; AID 861; 0.18% of 200,000 active; in the data active means inhibition above about 25%;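 further: 0% = vehicle and 100% = reference inhibitor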
Target sequence (O00206 whole entry, looked up): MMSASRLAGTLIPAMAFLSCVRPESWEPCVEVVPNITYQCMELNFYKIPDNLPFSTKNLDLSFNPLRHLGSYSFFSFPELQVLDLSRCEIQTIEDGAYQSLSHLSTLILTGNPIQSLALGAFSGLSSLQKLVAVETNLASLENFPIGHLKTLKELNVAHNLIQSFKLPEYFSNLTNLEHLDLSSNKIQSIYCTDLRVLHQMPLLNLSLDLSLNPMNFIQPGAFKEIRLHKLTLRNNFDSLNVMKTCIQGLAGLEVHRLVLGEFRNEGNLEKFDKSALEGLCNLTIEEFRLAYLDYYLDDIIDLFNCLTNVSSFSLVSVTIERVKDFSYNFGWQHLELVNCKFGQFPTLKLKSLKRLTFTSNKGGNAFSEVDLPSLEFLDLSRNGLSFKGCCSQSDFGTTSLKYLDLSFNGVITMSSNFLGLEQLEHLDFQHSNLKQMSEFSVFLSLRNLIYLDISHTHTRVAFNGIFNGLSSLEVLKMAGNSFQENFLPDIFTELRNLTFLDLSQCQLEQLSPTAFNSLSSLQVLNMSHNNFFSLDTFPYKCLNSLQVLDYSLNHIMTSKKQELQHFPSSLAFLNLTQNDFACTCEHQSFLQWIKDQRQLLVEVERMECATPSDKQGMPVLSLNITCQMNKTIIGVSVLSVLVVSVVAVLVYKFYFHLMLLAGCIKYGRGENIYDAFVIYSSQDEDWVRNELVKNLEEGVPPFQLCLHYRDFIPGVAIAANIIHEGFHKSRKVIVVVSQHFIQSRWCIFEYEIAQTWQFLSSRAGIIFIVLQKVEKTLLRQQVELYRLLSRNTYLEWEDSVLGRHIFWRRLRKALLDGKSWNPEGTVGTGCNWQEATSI
Target sequence (Q99836 whole entry, looked up): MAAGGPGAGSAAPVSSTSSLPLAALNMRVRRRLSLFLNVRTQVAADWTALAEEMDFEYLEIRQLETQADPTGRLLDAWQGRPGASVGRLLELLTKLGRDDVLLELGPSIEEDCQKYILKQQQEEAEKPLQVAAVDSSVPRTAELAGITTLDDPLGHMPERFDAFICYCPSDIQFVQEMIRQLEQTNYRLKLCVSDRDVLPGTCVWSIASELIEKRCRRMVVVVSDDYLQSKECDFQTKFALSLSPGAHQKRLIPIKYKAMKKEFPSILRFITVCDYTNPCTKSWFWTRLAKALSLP
HMGR II inh – E. faecalis class II HMG-CoA reductase inhibition; purified E. faecalis HMGR, NADPH absorbance 340 nm kinetic; inhibition, % at 10 µM; 0.41% of 190,000 active;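 active means inhibition above a set limit, the median over all tested compounds plus 3 SD, cut at about 9.5% in these data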;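 further: enzyme runs in reverse so mevalonate oxidation gives rising NADPH absorbance; 0% = complete reaction with DMSO and 100% = background rate lacking mevalonate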
STAT1 activator – activators of IFN-gamma induced STAT1 signaling. activation (% of control), % at 5.5 µM. 2.6% of 200,000 active. NIH 3T3 STAT1-luciferase reporter, luminescence; 100% = IFN-gamma alone, no compound;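 active means activation above the screen-wide mean activation plus 3 SD, cut at about 130% in these data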;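 further: raw ratio to IFN-gamma control signal so 100% means no change and 0% no light; values of inactives mirror those of a sister screen read the other way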
STAT3 inh – STAT3 signaling inhibition; U3A cells, IL-6 STAT3-luciferase reporter, luminescence; host cell line lacks STAT1; inhibition, % at 5.5 µM; 0.89% of 190,000 active; AID 862;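 active means inhibition above the mean inhibition across all screened compounds plus 3 SD, cut at about 44% in these data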;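 further: 0% = DMSO only wells and 100% = 100 µM nifuroxazide control wells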
Redox H2O2 prof – compounds producing H2O2 with reducing agent – biochemical, NIH compound library profiling, artefact control for MLSCN library redox annotation, primary screen; DTT-dependent redox cycling H2O2, phenol red/HRP absorbance; 100% = 100 µM peroxide control, 0% = buffer; activation, % at 10 µM; 0.03% of 200,000 active;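 active means activation of at least 50% relative to the plate's high and low controls in the primary single-dose screen; inactive means activation below 50%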;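 further: compound incubated with DTT at 0.8 mM final as the reducing agent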
NF-kB neuron act – raises NF-kB expression in human neuronal cells | fold change at 12.5 µM | NF-kB reporter expression; stronger effect = higher value | 1.6% of 190,000 active; in the data active means fold change above about 3.3
Hsp70 activator – transcriptional activators of Hsp70 | HeLa Hsp70 promoter luciferase reporter, luminescence; scaled: vehicle 0, proteasome-inhibitor control 100% | activation, % at 10 µM | 0.04% of 200,000 active;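 active means activation above the mean across all tested compounds plus 3 SD, cutoff set per campaign, cut at about 5.5% in these data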;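 further: 100% = MG132 at 30 µM as the positive control and 0% = DMSO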
STAT1 inh – inhibitors of IFN-gamma induced STAT1 signaling. inhibition, % at 5.5 µM. NIH 3T3 STAT1-luciferase reporter, luminescence. 0.35% of 200,000 active;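 active means inhibition above a set limit, the mean inhibition across all tested compounds plus 3 SD, cut at about 34% in these data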;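 further: 0% = IFN-gamma with DMSO and 100% = IFN-gamma with 300 µM nifuroxazide; values of inactives mirror those of a sister screen read the other way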
APP 5'UTR act – activates APP 5'UTR luciferase reporter. SH-SY5Y APP 5'UTR luciferase reporter, luminescence; zero percent = DMSO vehicle wells. activation, % at 2 µM. 1% of 190,000 active. AID 1276;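 active means activation above a set limit, based on mean plus 3 SD of controls, cut at about 140% in these data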; further: values of inactives mirror those of a sister screen read the other way
STAT3 activator – increases IL-6 driven STAT3 reporter signal. U3A cells, IL-6 STAT3-luciferase reporter, luminescence; 100% = signal with IL-6 EC80 alone. activation (% of control), % at 5.6 µM. 0.91% of 190,000 active. AID 871;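 active means activation above the screen-wide mean of compound activation plus 3 SD, cut at about 130% in these data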;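 further: 0% = background luminescence of wells with medium and substrate only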
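Material: human STAT1-deficient U3A cells with stable STAT3-luciferase reporter / Probe or stimulus: IL-6 stimulus at 33 ng/mL final / Schedule: 1 h compound pre-exposure, 6 h IL-6 stimulation, 37 °C / Technique: luminescence / Read-out basis: percent of IL-6-only median luminescence / Control set: IL-6-only high control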
An asterisk follows results filed as active; . = not tested or not shown.

Each structure is followed by: TLR4-MyD88 BLA | HMGR II inh | STAT1 activator | STAT3 inh | Redox H2O2 prof | NF-kB neuron act | Hsp70 activator | STAT1 inh | APP 5'UTR act | STAT3 activator
- CNC(=O)NC(=O)COc1c(F)c(F)cc(F)c1F
→ -5 | 0 | 97 | 8 | -0.3 | 1 | -0.2 | 3 | 9 | 93
- COC(=O)c1cn(CCOc2ccccc2OC)c2ccccc12
→ 9 | -1 | 96 | 18 | 1.5 | 0.97 | -0.4 | 7 | -2 | 86
- CC(C)(C)C(=O)NC(=S)Nc1ccccc1C(=O)NC1CCCCC1
→ 6 | -3 | 103 | 9 | -1.1 | 0.87 | 0.2 | -5 | 5 | 96
- OCCSc1nc(-c2ccccc2)nc2ccc(F)cc12
→ -16 | -1 | 93 | 22 | 0.4 | 1.6 | -0.2 | 6 | 3 | 85
- COc1ccc(Cl)cc1CSc1n[nH]c(C)n1
→ -6 | -9 | 97 | 17 | 2.1 | 0.99 | 0.0 | 4 | -1 | 93
- COc1ccccc1NC(=O)COc1ccc(/C=N/NC(=O)CSCc2ccc(Cl)cc2)cc1
→ 13 | -3 | 106 | 2 | -12 | 1.2 | 0.4 | -6 | 2 | 100
- CCOC(=O)/C(=N\Nc1cccc(C(F)(F)F)c1)N1CCOCC1
→ -7 | -2 | 100 | 4 | -4.2 | 1.2 | -0.1 | 0 | 11 | 96
- Cc1cc(/C=C2/SC(=O)N(CC(=O)N3CCCC3)C2=O)ccc1N1CCOCC1
→ 2 | 4 | 99 | 20 | 1.3 | 0.93 | 0.6 | 0 | 13 | 92
- CC1(N2CCOCC2)CC2(O)C(=[N+]1[O-])CCc1nonc12 (configuration not stated)
→ 6 | 5 | 99 | 10 | 1.5 | 1.2 | -0.2 | 1 | 1 | 94
- N#CCCn1cc(/C=N/O)c(-c2cccc([N+](=O)[O-])c2)n1
→ -12 | -1 | 100 | -1 | -1.7 | 1.1 | 0.0 | -1 | 27 | 107
- CCn1c2ccccc2c2cc(NC(=O)CSc3nnc(C4CC4)n3Cc3ccco3)ccc21
→ 5 | -6 | 97 | 1 | 2.6 | 1.2 | -0.1 | 4 | -3 | 104
- O=C(COC(=O)c1ccccc1NC(=O)c1ccco1)Nc1ccc2c(c1)OCO2
→ 6 | -2 | 99 | 21 | -1.5 | 1.2 | 0.1 | 1 | 9 | 89
- CCN1CCN(CC(=O)Nc2ccc(C)cc2C)C(=O)C1=O
→ -5 | -2 | 102 | 5 | -1.4 | 1.4 | 0.2 | -2 | 1 | 103
- O=S(=O)(Cc1ccc(Cl)cc1)CC(O)COCc1ccccc1 (configuration not stated)
→ 3 | 1 | 100 | 5 | 0.7 | 1 | -0.1 | 0 | -4 | 97
- O=[N+]([O-])/C(C(=C(Cl)Cl)N1CCOCC1)=C1\NCCO1
→ -1 | -1 | 103 | 7 | -0.5 | 0.99 | -0.2 | -5 | 9 | 100
- CCOCc1c(C(=O)NC2=Nc3ccccc3NC(CC)=C2C(=O)OCC)oc2ccccc12
→ -1 | 2 | 70 | -6 | -1.6 | 0.32 | -0.4 | 32 | -20 | 108
- COc1ccc(NC(=O)CC2SC(=Nc3ccccc3)NC2=O)cc1 (configuration not stated)
→ -4 | -4 | 107 | 0 | -3.5 | 0.99 | -0.2 | -8 | 5 | 105
- Cc1ccc(-n2nc(C)c3c2OC(N)=C(C#N)C3c2ccc(F)cc2)cc1 (configuration not stated)
→ -7 | -2 | 97 | -2 | 2.8 | 0.93 | -0.5 | 3 | 40 | 109
- O=c1/c(=C/c2ccc(O)cc2)sc2nc3cc(Br)cnc3n12
→ -7 | -4 | 110 | -6 | 0.2 | 1.4 | 0.0 | -11 | -21 | 107
- COc1ccc(-c2nnc3ccc(SC)nn23)cc1
→ -5 | -8 | 103 | 12 | 1.5 | 0.93 | -0.4 | -3 | -17 | 92
- COc1ccc(Cn2nnnc2C(c2cc3cccc(C)c3[nH]c2=O)N2CCN(C)CC2)cc1 (configuration not stated)
→ -9 | -2 | 96 | 3 | -0.3 | 1.3 | 0.0 | 3 | 5 | 99
- Cc1ccc(NCCC(=O)c2ccc(Cl)c(Cl)c2)cc1
→ -4 | 2 | 105 | 16 | 1.4 | 1.1 | -0.4 | -6 | 21 | 95
- CCCCOc1ccc(S(=O)(=O)n2c(C)nc3ccccc32)cc1
→ -5 | -1 | 94 | 16 | 0.9 | 1.2 | -0.5 | 7 | -5 | 89
- O=C(Nc1ccccc1Cl)ON=C1c2ccccc2-c2ccccc21
→ 7 | -4 | 106 | 17 | -2.2 | 1.5 | -0.6 | -6 | 17 | 91
- O=C(c1ccc(Cl)cc1)N1CCC(O)(CSc2ccccc2)CC1
→ -3 | -1 | 99 | -4 | 1.9 | 0.77 | -0.2 | 1 | . | 108
- CCOC(=O)c1[nH]c2ccc(Br)cc2c1NC(=O)CCN1CCCC(C)C1 (configuration not stated)
→ -2 | 0 | 103 | -19 | 0.8 | 0.73 | -0.5 | -3 | 5 | 120
- COc1ccc(N2CCN(C(=O)c3ccc(S(=O)(=O)N4CCOCC4)cc3)CC2)cc1
→ 1 | 7 | 105 | 3 | 1.5 | 1 | 0.3 | -6 | 1 | 102
- O=C(Nc1ccc(S(=O)(=O)N2CCCCC2)cc1)c1ccc(CN2CCc3ccccc3C2)cc1
→ -8 | 2 | 72 | 87* | 1.1 | 0.61 | 0.9 | 31 | -15 | 33
- COc1ccccc1-c1coc2cc(O)cc(O)c2c1=O
→ 5 | -9 | 113 | 3 | 2.7 | 1.3 | -0.3 | -14 | 10 | 102
- O=C(OCc1nnc(-c2ccc(Cl)cc2)o1)c1ccc(O)cc1
→ -4 | -2 | 118 | 0 | -1.2 | 1.5 | -0.5 | -19 | -4 | 100

(next part)
Each structure is followed by: TLR4-MyD88 BLA | HMGR II inh | STAT1 activator | STAT3 inh | Redox H2O2 prof | NF-kB neuron act | Hsp70 activator | STAT1 inh | APP 5'UTR act | STAT3 activator
- COc1ccc2nc(C)cc(N3CCC(C(N)=O)CC3)c2c1
→ -11 | -2 | 115 | -2 | -0.1 | 1.4 | 0.1 | -18 | 2 | 110
- CC1CCc2sc(C(=O)Nc3nnc(SCc4ccc(F)cc4)s3)cc2C1 (configuration not stated)
→ 1 | -1 | 104 | 8 | 0.3 | 1 | -0.2 | -4 | 10 | 94
- CCC(C)(C)n1nnnc1C(c1cccs1)N1CCCCC1 (configuration not stated)
→ 1 | -7 | 94 | -3 | -0.9 | 1.1 | 0.0 | 5 | 7 | 103
- N#Cc1cc2c(nc1SCc1cccc(Cl)c1)CCCCC2
→ 4 | . | 105 | 8 | -2.5 | 0.91 | -0.1 | -5 | -14 | 95
- C#CCOCCOCCOCCNc1nc(N2CCN(C(=O)[C@H]([C@@H](C)CC)n3cc([C@@H](N)CC(C)C)nn3)CC2)nc(N2CCN(C(=O)[C@H](Cc3ccc(O)cc3)n3cc([C@@H](N)CC(C)C)nn3)CC2)n1
→ 6 | -2 | 104 | . | 0.6 | 1 | 0.2 | -3 | -2 | .
- CC1=NN(C(=O)c2ccc(Cn3nc(C)c(Br)c3C)cc2)C(O)(C(F)(F)F)C1 (configuration not stated)
→ -2 | -2 | 109 | -9 | 0.1 | 0.88 | 0.2 | -10 | -10 | 110
- CCCC(C)C(=O)Nc1cc([N+](=O)[O-])ccc1F (configuration not stated)
→ -11 | -1 | 92 | 3 | -0.7 | 1.1 | -0.2 | 8 | -19 | 101
- Cc1ccc(Cl)cc1N1CCN(C(=O)Cc2cn(C)c3ccccc23)CC1
→ 1 | -4 | 106 | 7 | 0.0 | 1.1 | 0.2 | -7 | 20 | 99
- Cn1nc(C(F)(F)F)c(/C=N/OC(=O)c2ccccc2)c1Sc1ccc(Cl)cc1
→ 2 | -4 | 95 | 4 | 0.0 | 0.87 | -0.5 | 10 | . | 97
- COc1cccc(CSc2ccc(S(=O)(=O)N3CCOCC3)cc2C(=O)NCC2CCCO2)c1OC (configuration not stated)
→ 4 | 5 | 102 | 9 | 0.8 | 1 | 0.1 | -3 | -5 | 102
- CCNc1ccc(N=Nc2c(C)n(C)n(-c3ccccc3)c2=O)cc1
→ 3 | -10 | 106 | -20 | -1.6 | 1.1 | -0.3 | -7 | -2 | 119
- CC1C2C(C)N(C)C(=O)N(C)C2N(C)C(=O)N1C (configuration not stated)
→ 6 | -2 | 102 | 5 | 2.9 | 0.96 | 0.0 | -2 | 5 | 99
- CC(=O)Nc1c(N)c2ccccc2oc1=O
→ -9 | -1 | 107 | 4 | 1.3 | 1.1 | 0.2 | -8 | -7 | 101
- CC(=O)Nc1cccc(NC(=O)CCc2ccccc2)c1
→ -4 | -8 | 102 | 6 | 0.2 | 1.1 | -0.2 | -3 | -10 | 100
- CCCOC(=O)c1ccc(NC(=O)CSC2=Nc3ccccc3C3CC=NN23)cc1 (configuration not stated)
→ 0 | -5 | 93 | 13 | 1.1 | 1.4 | -0.5 | 7 | 21 | 90
- O=C1NC(c2ccccc2)=C(c2nc3ccccc3s2)C(c2ccccc2)N1 (configuration not stated)
→ -4 | 3 | 105 | 1 | 0.0 | 0.89 | -0.2 | -5 | 18 | 102
- COc1ccc(C(C(=O)NC2CCCC2)N(C(=O)c2ccco2)c2ccc3c(c2)OCO3)cc1OC (configuration not stated)
→ -7 | -5 | 98 | 4 | 5.5 | 0.97 | -0.5 | 2 | -8 | 104
- Cc1cccc(N2CC(C(=O)OCc3ccc([N+](=O)[O-])cc3)CC2=O)c1 (configuration not stated)
→ -4 | 6 | 97 | 12 | -0.3 | 0.86 | 0.6 | 1 | 3 | 94
- OC(CNCc1ccc(F)cc1)(c1ccccc1)c1ccc(F)cc1 (configuration not stated)
→ 13 | -1 | 101 | 0 | 1.3 | 1.5 | -0.2 | -1 | -5 | 104

Single records, from the list above. Order of screens: TLR4-MyD88 BLA | HMGR II inh | STAT1 activator | STAT3 inh | Redox H2O2 prof | NF-kB neuron act | Hsp70 activator | STAT1 inh | APP 5'UTR act | STAT3 activator
Entry for CCC(C)(C)n1nnnc1C(c1cccs1)N1CCCCC1 (configuration not stated) : 1 | -7 | 94 | -3 | -0.9 | 1.1 | 0.0 | 5 | 7 | 103
Entry for CC1CCc2sc(C(=O)Nc3nnc(SCc4ccc(F)cc4)s3)cc2C1 (configuration not stated) : 1 | -1 | 104 | 8 | 0.3 | 1 | -0.2 | -4 | 10 | 94
Entry for O=C1NC(c2ccccc2)=C(c2nc3ccccc3s2)C(c2ccccc2)N1 (configuration not stated) : -4 | 3 | 105 | 1 | 0.0 | 0.89 | -0.2 | -5 | 18 | 102
Entry for CC(=O)Nc1c(N)c2ccccc2oc1=O : -9 | -1 | 107 | 4 | 1.3 | 1.1 | 0.2 | -8 | -7 | 101
Entry for CC1C2C(C)N(C)C(=O)N(C)C2N(C)C(=O)N1C (configuration not stated) : 6 | -2 | 102 | 5 | 2.9 | 0.96 | 0.0 | -2 | 5 | 99
